H9c2 TAG inh: reduces triacylglycerol accumulation in H9c2 cells. Nile Red lipid (TAG) fluorescence; cells loaded with 200 µM oleic acid. inhibition, % at 12.5 µM. 0.66% of 230,000 active;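 active = pattern-corrected inhibition of lipid staining of at least 50% with the nuclear-stain viability signal not falling by more than 50%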;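 note: 0% = DMSO wells and 100% = triacsin C control wells; some results filed as inactive read as strong as hits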
H9c2 TAG inh DAPI viability: recorded beside H9c2 TAG inh, whose call it bears; DAPI nuclei signal change (viability), lower = more cytotoxic, %;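 whole-well DAPI fluorescence read on a plate reader as a viability signal; minus 50 percent equals half of cells still viable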
Active calls of the source: *; & = joins results of further samples. A portion of the library, so the mix of outcomes need not match the whole.

SMILES	H9c2 TAG inh	H9c2 TAG inh DAPI viability
CCOC(=O)CSc1nc(C)c(C(C)=O)cc1C(N)=O	10.0	-3.5
Cc1nc(-c2ccc(S(=O)(=O)NCC3CCN(C(=O)OC(C)(C)C)CC3)s2)cs1	-13.2	-5.0
O=C(NNC(=O)c1ccccc1O)c1ccc(S(=O)(=O)Nc2ccccc2F)cc1	-11.5	-9.1
Cc1cc(NC(=O)Nc2ccc(F)cc2)no1	10.7	-7.3
O=C(Cc1c(O)c2ccccc2oc1=O)c1ccc(F)cc1	-5.1	4.1
CC1C(c2ccc3c(c2)OCO3)c2cc3c(cc2OC1N1CCOCC1)OCO3 (stereo not given)	-44.9	7.1
COC(=O)c1cc(C)sc1NC(=O)CCCC(=O)O	-4.3	-11.4
CCOc1ccc(C(=O)NCCCN2CCOCC2)cc1OCC	12.8	-7.3
CCCC#Cc1cnc2c(c1)C(=O)N([C@H](C)CO)C[C@@H](C)[C@H](CN(C)S(=O)(=O)c1cccc(OC)c1)O2	33.8	-12.0
COc1ccc(NC(=O)c2cnc(C)cn2)cc1-n1cnnn1	-15.3	3.4
COc1ccccc1NS(=O)(=O)c1cccc(C(=O)NCc2ccccn2)c1	-1.1	-4.4
Cc1ccc(C(=O)N2CCC3(CC2)Oc2ccc(Cl)cc2C(=O)C32CC(c3cccnc3)=NO2)s1 (stereo not given)	1.1	-1.1
COc1ccc(CNC(=O)c2ccc(N3CCOCC3)c([N+](=O)[O-])c2)cc1	0.2	-4.9
CCN(CC)C(=O)COC(=O)c1cc(-c2ccco2)nc2ccccc12	-12.8	23.0
C=CCn1c(SCC(=O)Nc2sccc2C(N)=O)nc2ccc(Cl)cc2c1=O	3.6	-10.7
COc1ccc(NC(=O)CSc2nnc(CNC(=O)c3cccs3)o2)c(OC)c1	7.0	1.5
CCC(=O)Nc1cccc(C2=NOC3(C2)C[C@@H](C(N)=O)N(C(=O)c2cc([N+](=O)[O-])cc([N+](=O)[O-])c2C)C3)c1 (stereo not given in full)	-2.8	0.6
CSc1nc(N)n2nc(C(C)(C)C)cc2n1	1.0	0.8
Oc1ccc(Cl)cc1CNC1CCCCC1	-1.9	9.2
Cc1ccc(S(=O)(=O)NC2CCCCC2)cc1C(=O)N1CCC(C(N)=O)CC1	-2.2	1.4
CCCCCCOC(=O)c1ccc(NC(=O)c2cc(OC)c(OC)c(OC)c2Br)cc1	-12.9	5.9
COc1ccc(NC(=O)CCNC(=O)C2CCN(S(=O)(=O)c3ccccc3)CC2)cc1OC	7.3	10.5
COc1cc2oc3ccccc3c2cc1N(CC(=O)N(C)C)S(=O)(=O)c1ccccc1	-35.7	-12.8
N#CC1(NC(=O)COc2ccc(C(N)=O)cc2)CCCC1	-0.2	1.7
CSc1cnnc2ccccc12	-0.2	-0.6

Compound profiles, from the list above. Screens in order: H9c2 TAG inh | H9c2 TAG inh DAPI viability
Results for `Cc1ccc(S(=O)(=O)NC2CCCCC2)cc1C(=O)N1CCC(C(N)=O)CC1` : -2.2 | 1.4
Results for `COc1ccc(NC(=O)CSc2nnc(CNC(=O)c3cccs3)o2)c(OC)c1` : 7.0 | 1.5
Results for `CC1C(c2ccc3c(c2)OCO3)c2cc3c(cc2OC1N1CCOCC1)OCO3` (stereo not given) : -44.9 | 7.1
Results for `Cc1nc(-c2ccc(S(=O)(=O)NCC3CCN(C(=O)OC(C)(C)C)CC3)s2)cs1` : -13.2 | -5.0
Results for `CCN(CC)C(=O)COC(=O)c1cc(-c2ccco2)nc2ccccc12` : -12.8 | 23.0

The list continues:
SMILES	H9c2 TAG inh	H9c2 TAG inh DAPI viability
COc1cccc(CCNS(=O)(=O)CCNC(=O)c2cccc(OC)c2)c1	-8.0	-1.4
Cc1cccn2c(=O)c(/C=C(\C#N)S(=O)(=O)c3ccc(Cl)cc3)c(N3CCC(C(N)=O)CC3)nc12	8.8	-3.1
Cn1c(=O)[nH]c(=O)c2c1nc(N1CCN(Cc3ccccc3)CC1)n2CCSc1ncccn1	3.0	13.3
O=C(COc1ccc(Br)cc1)N1CCN(c2ncccn2)CC1	-1.8	3.0
CCCCn1c(-c2cccs2)nc2oc3ccccc3c(=O)c2c1=O	6.1	-3.5
Cc1ccccc1NC(=O)CSc1nnc(-c2ccco2)n1N	-1.2	10.9
O=C(COc1ccc(Cl)cc1)Nc1nc(-c2cccs2)cs1	-12.4	-0.2
CCOc1cc(N2CCOCC2)c(OCC)cc1NC(=O)Cc1ccccc1OC	19.2	-2.6
Cc1nn(-c2cc(C(F)(F)F)ccc2Cl)c2nc(C(Cl)(Cl)Cl)[nH]c(=O)c12	2.6	-9.0
Cc1cccc(-n2nnc(C(=O)NCc3ccccn3)c2N)c1	-2.3	4.0
N#C/C(=N\Nc1cccc(F)c1)C(=N)N1CCCCCC1	0.2	1.3
COc1ccc(NS(=O)(=O)c2ccc(NC(=O)c3ccc(Br)cc3)cc2)nn1	6.5	5.7
CC1C(=O)N(Cc2cn(Cc3ccco3)nn2)CCS(=O)(=O)N1Cc1ccc(-c2ccc(F)nc2)cc1 (stereo not given)	-14.8	-0.8
CCCCNC(=O)C1(C)CCCCN1C(=O)c1ccc(F)cc1Cl (stereo not given)	16.5	-7.6
Cc1cc(S(=O)(=O)N2CCN(c3ncccn3)CC2)ccc1-n1cnnn1	-15.5	11.2
O=C1C=C(NS(=O)(=O)c2ccccc2)C(=O)c2ccccc21	4.6	-9.8
COc1ccc2cc(C(c3nnnn3C3CCCCC3)N3CCCCCC3)c3nnnn3c2c1 (stereo not given)	17.4	0.9
COc1ccccc1NC(=O)c1cc(Cl)nnc1Cl	15.7	-0.9
COc1ccc2c(=O)c(N3C(=O)c4ccccc4C3=O)coc2c1	14.2	-2.6
CCOC(=O)c1c(/N=C/c2cccc([N+](=O)[O-])c2O)sc2c1CCC2	-0.7	-0.9
COc1cc(C2Nc3cccc4cccc(c34)N2)ccc1O	28.6	-8.7
CCOC(=O)N1C2c3ccccc3C(c3ccccc32)N1C(=O)OCC	-8.2	5.1
O=C(c1ccc(N2CCCCC2)c([N+](=O)[O-])c1)N(c1ccccn1)c1ccccn1	0.5	-5.9
CCOc1ccccc1NC(=O)c1cc2ccccc2oc1=O	-8.0	4.5
Cc1n[nH]c(=O)c2c(NC(=O)CSc3ccccc3F)oc(C)c12	-3.9	4.2
(list continues)
SMILES	H9c2 TAG inh	H9c2 TAG inh DAPI viability
CC1(C(=O)NS(=O)(=O)c2ccc(C#N)cc2)CCN1C(=O)C1(c2ccccc2)CC1 (stereo not given)	4.1	-1.4
COc1ccc(S(=O)(=O)N2CCc3ccccc32)cc1C(=O)OCc1nnc(-c2ccccc2)o1	7.0	-0.4
O=C(NN1C(=O)NC2(CCCCC2)C1=O)c1ccc(Cl)s1	1.8	5.9
COCCn1c(CN2CC(C)CC(C)C2)nc2c1c(=O)n(C)c(=O)n2C (stereo not given)	4.5	2.1
Cc1onc(-c2ccccc2)c1C(=O)Nc1cc(C(F)(F)F)ccc1N1CCOCC1	52.4*	-19.3*
COc1ccc(F)cc1S(=O)(=O)NCC(c1ccco1)N1CCc2ccccc2C1 (stereo not given)	13.3	-3.7
Cc1ccnc(N/C=C(/NC(=O)c2ccccc2)C(=O)N/N=C\c2ccc(F)cc2)n1	-4.6	4.9
O=C(CSc1nnc(C2CC2)n1-c1ccccc1)N1CCNC1=O	-1.9	-1.9
Cc1noc(C)c1COc1ccccc1C(=O)N1CCN(S(=O)(=O)c2ccccc2F)CC1	-0.8	-0.3
Cc1ccccc1OCCC(=O)OCC(=O)NCCc1ccc(S(N)(=O)=O)cc1	-0.1	-1.8
Cn1cnc(C(=O)NCc2ccccc2)c1C(=O)NCc1ccccc1	-88.5	-0.9
NNC(=S)Nc1cccc(Cl)c1	3.0	-10.8
CC1CCN(C(c2nnnn2CCc2ccccc2)C(C)C)CC1 (stereo not given)	2.7	27.5
OCCNc1ncnc2c1ncn2[C@H]1CN(Cc2ccc(-c3ccccc3)cc2)C[C@@H](CO)O1	5.7	-4.6
O=C(NCc1ccncc1)c1ccc2nc(Cc3ccccc3F)oc2c1	8.1	-6.1
O=C(Cn1nnc(-c2ccncc2)n1)N(C1CCCCC1)C1CCCCC1	3.9	-3.9
COc1cc(C(=O)Oc2ccc(/C=N/NC(=O)c3ccncc3)cc2)cc(OC)c1OC	-0.5	0.2
CCc1ccn2cc(-c3ccc4c(c3)OCO4)nc2c1	13.3	-1.7
N#Cc1ccc(S(=O)(=O)N2CCN(c3ncccn3)CC2)cc1	-5.8	3.2
COc1ccc(CCNC(=O)CSc2nc(=O)n3cc(C)ccc3n2)cc1OC	15.4	-2.7
CCOC(=O)c1ccc(NC(=O)CNS(=O)(=O)c2ccccc2)cc1	-2.4	4.3
Cc1ccccc1S(=O)(=O)N(C)C[C@@H]1OCc2cnnn2CCCC(=O)N([C@H](C)CO)C[C@@H]1C	5.2	-6.2
CCOC(=O)Cn1cc(-c2ccccc2)nn1	2.3	-6.4
CCN(CC)CCNc1ccc(CO)c2sc3ccccc3c(=O)c12	22.2	-46.8
COCCn1c(COc2ccc(C)cc2)nc2ccccc21	-16.5	-3.8

An excerpt from above in order of heavy-atom count, falling:
SMILES	H9c2 TAG inh	H9c2 TAG inh DAPI viability
O=C(NCc1ccncc1)c1ccc2nc(Cc3ccccc3F)oc2c1	8.1	-6.1
COCCn1c(COc2ccc(C)cc2)nc2ccccc21	-16.5	-3.8
NNC(=S)Nc1cccc(Cl)c1	3.0	-10.8

Further entries.
SMILES	H9c2 TAG inh	H9c2 TAG inh DAPI viability
CCN1CCc2c(sc(N)c2C(N)=O)C1	-4.5	-4.8
COc1cccc(-n2c(SCC(=O)NC3CCCCC3)nc3n[nH]c(C)c3c2=N)c1	34.8	-9.1
O=C(NCC1CCOCC1)c1ccc2nc(Cc3cccc(Cl)c3)oc2c1	-0.7	0.8
CS(=O)(=O)/C(C#N)=C/c1cccn1S(=O)(=O)c1ccc([N+](=O)[O-])cc1	-3.6	8.6
COc1cc(C(=O)NC2=NCCS2)ccc1OCc1c(C)noc1C	-2.8	-9.1
CCOC(=O)CCc1c(C)c2ccc(OCC(=O)OC(C)C)cc2oc1=O	-27.9	3.4
Cc1ccccc1OCC(=O)OCC(=O)NC1CCCC(C)C1C (stereo not given)	1.2	2.6
COc1ccc2[nH]cc(CCNS(=O)(=O)c3ccc(F)cc3)c2c1	-11.1	-11.1
CC(OC(=O)c1ccccc1OCc1ccc(Cl)cc1)C(N)=O (stereo not given)	-6.0	-11.1
Cn1c(=O)c2c3c(sc2n2cnnc12)CCC3	5.4	-2.0
COc1ccc(OCC(=O)Nc2ccc(NC(=O)c3cccs3)c(OC)c2)cc1	0.5	-11.2
CC(C)(C)OC(=O)Nc1ccc([C@@H](NC(=O)OC(C)(C)C)C(=O)OC(C)(C)C)cc1	2.6	9.6
O=C(Nc1nccs1)c1ccc(-c2ccc(Cl)cc2)o1	0.5	7.5
CCc1ccc(NC(=S)N(CCCN2CCOCC2)Cc2ccco2)cc1	3.3	0.7
Cc1cc(-c2nc(C)c(C(=O)NNS(=O)(=O)c3ccc(Cl)cc3Cl)s2)no1	-1.5	-2.6
CCOC(=O)C1CCCN(C(=O)c2cc(S(=O)(=O)Nc3ccccc3OC)ccc2C)C1 (stereo not given)	2.2	0.9
NC(N)=N/N=C/c1c(Cl)cccc1Cl	10.3&3.6	5.0&8.8
Cn1c(C(=O)N2CCN(c3ccc([N+](=O)[O-])cc3)CC2)cc2c(=O)[nH]c3ccccc3c21	-21.1	8.1
COc1ccc(NC(=O)CSc2nnc(-c3ccoc3C)n2CC2CCCO2)cc1 (stereo not given)	-15.5	4.1
COc1ccc(/C=C2\SC(=S)N(CCCC(=O)Nc3ccccc3C(=O)O)C2=O)cc1OC	7.9	2.7
COc1cc(NC(=O)CCC(=O)OCCCC(F)(F)C(F)(F)F)nc(OC)n1	-18.2	7.0
Cc1ccc(CSC2=NCCN2S(=O)(=O)c2ccccc2)cc1	-13.2	43.3
Cc1cc(C2CC(=O)Nc3ccccc3S2)c(C)s1 (stereo not given)	2.1	9.4
O=C1ON=C(c2ccccc2[N+](=O)[O-])/C1=C/c1cccc([N+](=O)[O-])c1O	-8.8	3.9

Structures shown so far that have a tert-butyl group:
SMILES	H9c2 TAG inh	H9c2 TAG inh DAPI viability
Cc1nc(-c2ccc(S(=O)(=O)NCC3CCN(C(=O)OC(C)(C)C)CC3)s2)cs1	-13.2	-5.0
CSc1nc(N)n2nc(C(C)(C)C)cc2n1	1.0	0.8
CC(C)(C)OC(=O)Nc1ccc([C@@H](NC(=O)OC(C)(C)C)C(=O)OC(C)(C)C)cc1	2.6	9.6
